Source: PubChem BioAssay
D2 potentiator = D2 dopamine receptor (human) potentiation | P14416 | HEK293 T-REx D2, calcium flux, EC20 dopamine potentiation | potentiation, % at 10 µM | 340,000 tested, 0.34% active | AID 485347;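 active = potentiation over 3 SD above the plate norm, cut at about 30% in these data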; note: 0% is about no effect
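Potentiation of an EC20 dopamine calcium response measured kinetically over 180 s, after a preceding 180 s compound-only read flagging agonists. Cells: inducible Hek293 Trex D2 line, 4000/well, cultured overnight at 30 C before dye loading.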
Glioma ERSR ind = inducers of ER stress response in human glioma cells. U87-MG GRP78 promoter luciferase reporter, 16 h. Potency, µM, without a hit: at the highest dose activation, actives largely listed as activators. 420,000 tested, 0.02% active; note: potency is the fitted concentration of half-maximal effect; series mostly up to about 76 µM; % of control where 0% means no effect; nearly all actives have a fitted effect of over 35% in size
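ERSR induction read as luciferase luminescence (Bright-Glo, 10 min at room temperature) in stably transfected human U87-MG glioma cells exposed to compounds for 16 h, using GRP78 as sensor.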
D1 ag = human D1 receptor agonism; activation, % at 2 µM; AID 504660; P21728; HEK293 T-REx D1 cells, calcium flux, agonist mode; 360,000 tested, 1% active; in the data active = activation above about 30%; note: 0% is about no effect
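Inducible HEK293 T-REx D1 cells, force-coupled to calcium signalling, were plated at 4000 cells/well with tetracycline and held overnight at 30 C. After no-wash calcium dye loading, compound-evoked calcium rise over 180 s flagged agonists.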
D1 antag = human D1 dopamine receptor antagonism | P21728 | HEK293 TREx D1 cells, calcium flux, dopamine EC80; stronger effect = lower value | activity change, negative = inhibition, % at 10 µM | 360,000 tested, 3.2% active; in the data active = activity change below about -30%; note: % is set by controls: 0 for no effect and ±100 for the full control effect
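Compound effects on dopamine-evoked calcium signalling were measured in tetracycline-induced HEK293 Trex D1 cells. Dopamine at EC80 followed a 180 s compound pre-read, and fluorescence was tracked kinetically for 180 s more.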
Vif-APOBEC3G blk = inhibitors of Vif-APOBEC3G interaction | Q9HC16 | HeLa A3G-eYFP + Vif (tagged APOBEC3G with the HIV-1 protein that degrades it), YFP fluorescence, overnight | Potency, µM (highest dose often 46.1 µM), for the others: at the top dose activity, negative = active, most hits filed as inhibitors | 410,000 tested, 0.076% active | AID 602310;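 note: potency is the fitted concentration of half-maximal effect; % is set by controls: 0 for no effect and ±100 for the full control effect; nearly all actives have a fitted effect of over 60% in size; hits raise eYFP signal because A3G escapes Vif-driven loss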
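Read-out is eYFP fluorescence (Ex 488/Em 500-530) from Vif-expressing HeLa A3G-eYFP cells; more signal means A3G escaped Vif-mediated degradation. Cells plated overnight, compound pinned in, incubated overnight at 37 deg C.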
D1 potentiator = enhances dopamine response at the human D1 receptor. 360,000 tested, 0.036% active. HEK293 TREx D1 cells, calcium flux, dopamine EC20 potentiation. P21728. AID 504651. potentiation, % at 10 µM; in the data active = potentiation above about 30%; note: 0% is about no effect
RXFP1 ag = RXFP1 (human) receptor agonism. Q9HBX9. HEK293T-RXFP1 cAMP TR-FRET, 30 min; response scale: percent of porcine relaxin response, buffer zero. Potency, µM (top dose mostly 57.5 µM), for the others: top-dose activation, actives largely listed as activators. 370,000 tested, 0.3% active. AID 2676; note: potency is the fitted concentration of half-maximal effect; % is set by controls: 0 for no effect and ±100 for the full control effect; nearly all actives have a fitted effect of over 60% in size; many of its hits are not listed in these tables
Target sequence (Q9HBX9 whole entry, looked up): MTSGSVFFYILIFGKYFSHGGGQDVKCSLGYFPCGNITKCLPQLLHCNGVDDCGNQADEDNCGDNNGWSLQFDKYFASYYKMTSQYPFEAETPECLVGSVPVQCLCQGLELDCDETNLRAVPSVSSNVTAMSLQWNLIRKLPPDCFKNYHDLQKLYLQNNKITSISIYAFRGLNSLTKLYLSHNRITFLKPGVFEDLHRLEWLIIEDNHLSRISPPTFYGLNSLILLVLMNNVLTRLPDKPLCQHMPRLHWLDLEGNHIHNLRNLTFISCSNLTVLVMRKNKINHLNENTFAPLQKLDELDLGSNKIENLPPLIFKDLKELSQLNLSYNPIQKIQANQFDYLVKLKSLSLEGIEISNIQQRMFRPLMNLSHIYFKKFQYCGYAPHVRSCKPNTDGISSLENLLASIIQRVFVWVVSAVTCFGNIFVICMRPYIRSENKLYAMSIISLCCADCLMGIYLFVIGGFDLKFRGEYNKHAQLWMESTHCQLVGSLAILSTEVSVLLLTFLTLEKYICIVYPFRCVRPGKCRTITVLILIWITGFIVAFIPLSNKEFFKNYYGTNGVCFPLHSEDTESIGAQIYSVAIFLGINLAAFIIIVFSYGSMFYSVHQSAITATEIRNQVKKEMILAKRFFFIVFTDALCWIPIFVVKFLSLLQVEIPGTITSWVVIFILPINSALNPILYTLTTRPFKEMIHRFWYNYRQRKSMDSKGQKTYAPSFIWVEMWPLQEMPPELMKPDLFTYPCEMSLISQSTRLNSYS
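HEK293T cells stably expressing RXFP1 were pretreated with the PDE4 inhibitor Ro 20174, exposed to compounds for 30 min at 37C, lysed, and cAMP was read by TR-FRET. Data normalized to buffer (basal) and 29 nM porcine relaxin (100%).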
LDHA block = blocks human lactate dehydrogenase A; purified LDHA, NADH/diaphorase-resazurin fluorescence; stronger effect = lower value; P00338; AID 1347041; activity change, % (values are at about 110 or 230 µM); 480,000 tested, 0.15% active; in the data active = activity change below about -30%; inconclusive = mostly about -25% to -30%;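 note: plate controls were DMSO wells for no effect and wells without enzyme for full effect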
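Resorufin fluorescence (ex540/em590), read at 0 and 20 min after diaphorase/resazurin addition, reports the NADH left after a 5 min room-temperature reaction of 2 nM human LDH5 with 0.06 mM NADH and 0.2 mM pyruvate.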
Vif-A3F inh = Vif-A3F binding inhibition | HeLa A3F-eYFP + Vif (tagged APOBEC3F with the HIV-1 protein that degrades it), YFP fluorescence increase | Potency, µM (top dose mostly 46.1 µM), without a hit: at the highest dose activity, negative = active | 390,000 tested, 0.2% active | AID 602313; note: potency is the fitted concentration of half-maximal effect; % of control where 0% means no effect; nearly all actives have a fitted effect of over 65% in size
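HeLa cells stably expressing Vif plus C-terminally eYFP-tagged A3F were seeded, incubated overnight at 37 deg C, dosed with compound, incubated overnight again at 37 deg C. Yellow fluorescence (Ex 488/Em 500-530) reported blocked Vif-mediated A3F-eYFP degradation.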
The depositor's hits bear a star; ? = inconclusive; · = not tested or not shown; & = joins results of further samples. Unless noted, calls come from the whole dose curve; as a rule, active = well fitted curve in the direction sought with a large enough effect; inconclusive = small, poorly fitted or top-dose-only effect, or another doubt; inactive = no such curve, though single readings can be large; an effect the other way counts as inactive or inconclusive.

canonical_smiles	RXFP1 ag	LDHA block	D2 potentiator	Vif-A3F inh	D1 potentiator	D1 ag	Vif-APOBEC3G blk	Glioma ERSR ind	D1 antag
Cc1ccc(-n2ncc3c2CC(C)(C)CC3NC(=O)CCc2cnn(C)c2)cc1 (configuration not stated)	0.1%	0	-1	6%	-20	0	-5%	-2%	6
COc1ccc(CCN2CC(C(=O)NCCc3ccc(C)cc3)CC2=O)cc1OC (configuration not stated)	1.5%&4.1%	-5&-15	2	-2%&6%	-3&-1	0&-2	-6%&-1%	-3%&0%	-11&5
CN(C)CC(C)(C)CNS(=O)(=O)CC12CCC(CC1=O)C2(C)C (configuration not stated)	-2.2%	-7	-9	-5%	0	-1	0%	0%	-75*
O=C(COC(=O)c1ccco1)NCCc1ccc(Cl)cc1	-0.1%	-3	-10	2%	-1	1	-1%	-3%	-7
Cc1cc2c(s1)c1cnn(Cc3cccc(Cn4ncc5c6sc(C)cc6n(C)c5c4=O)c3F)c(=O)c1n2C	·	-3	·	·	7	2	·	·	-14
CCCC(=O)N(CCc1ccccc1)Cc1nc2ccccc2c(=O)[nH]1	2.4%	-4	-6	12%	-2	2	0%	-1%	-5
COc1ccc(C2=NOC(C(=O)Nc3cccnc3Cl)C2)cc1 (configuration not stated)	4.8%	-2	-4	10%	-1	6	2%	-5%	3
CC(C)C(=O)NC(c1ccc(N(C)C)cc1)c1c(O)ccc2ccccc12 (configuration not stated)	2.4%	7	10	-8%	4	2	-8%	-4%	4
CCc1ccc(CN(Cc2ccco2)C(=O)c2ccc(OC)cc2)cc1	-3.3%	-2	-1	-25%	-1	4	-1%	2%	-3
COc1ccc(CNC(=O)c2cc3cc(C)ccc3n2C)cc1	1.5%	-5	13	-9%	-2	-1	-2%	-3%	-8

(further entries)
canonical_smiles	RXFP1 ag	LDHA block	D2 potentiator	Vif-A3F inh	D1 potentiator	D1 ag	Vif-APOBEC3G blk	Glioma ERSR ind	D1 antag
CCOC(=O)CSc1nc2cc(S(=O)(=O)Nc3ccccc3OC)ccc2o1	0.0%	-5	-13	-1%	-3	17	-4%	-6%	·
CN(C)CCCn1c(SCC(=O)Nc2nccs2)nnc1-c1ccncc1	-0.1%	1	1	-9%	·	9	-25%	-4%	7
Cc1ccccc1-c1nc(CS(=O)CC(=O)NCCCN(C)c2ccccc2)c(C)o1 (configuration not stated)	0.5%	1	15	-5%	-11	1	2%	-6%	7
COC(=O)CCn1nnc(-c2ccc(C(C)C)cc2)n1	0.6%	-2	7	2%	-3	17	-3%	-13%	5
COc1c[nH]n(C2CCCCC2)c(=O)c1=O	-1.0%	3	10	0%	3	2	2%	-1%	6
CC12CCC(=O)N1C(C(=O)Nc1nc3ccc(S(C)(=O)=O)cc3s1)CS2 (configuration not stated)	4.5%	-1	-3	-2%	4	3	-5%	-2%	11
CCOC(=O)c1[nH]c(=S)n(-c2ccccc2)c1C(=O)OCC	·	-11	·	0%	·	·	-4%	-1%	·
Cc1nn(CCCC(=O)N2CCc3ccccc3C2)c(=O)c2cc3sccc3n12	8.5%	-8	2	-4%	·	-2	1%	-3%	3
CC1=CC(=O)C2(C)C(C)=C(C)C12C (configuration not stated)	·	-4	·	-14%	·	·	1%	-5%	·
CCn1c(C)nnc1SCC(=O)Nc1cccc(C(F)(F)F)c1	-1.7%	-6	2	5%	-4	2	-8%	-3%	8

Carrying on.
canonical_smiles	RXFP1 ag	LDHA block	D2 potentiator	Vif-A3F inh	D1 potentiator	D1 ag	Vif-APOBEC3G blk	Glioma ERSR ind	D1 antag
COc1ccc(OCCCC(=O)OC(C)C(=O)Nc2ccc(S(N)(=O)=O)cc2)cc1 (configuration not stated)	0.0%	-22	3	-12%	-6	1	-2%	-4%	-5
COCC(=O)n1nc(-c2ccccc2)nc1NCc1ccc(F)cc1	1.3%	-9	7	1%	-8	0	-1%	0%	-14
Cc1ccc(CN2CCSCC2)c(C)c1	0.9%	-12	-7	-7%	-1	1	0%	-2%	3
O=c1c2c3nc4ccccc4nc3n(/N=C/c3cccs3)c2ncn1-c1ccccc1	-1.4%	·	8	·	-15	4	·	·	-30
CCOc1ccc(CCNC(=O)CCCc2nnc3n(C)c(=O)c4sccc4n23)cc1OCC	27%	4	-8	·	-1	-1	·	·	18
N=c1n(CCN2CCCCC2)c2ccccc2n1CC(O)c1cccc(Br)c1 (configuration not stated)	0.8%	-1	-4	2%	-1	8	3%	-15%	6
COc1ccc(CC(=O)NC(CC(=O)O)c2cccc([N+](=O)[O-])c2)cc1 (configuration not stated)	0.0%	-3	-3	-8%	0	9	-1%	-4%	1
Cc1nn(-c2ccccc2)c(NC(=O)c2cccs2)c(-c2ccc(Cl)cc2)c1=O	4.2%	-6	4	-4%	-1	3	-1%	-3%	-14
Cc1ccc(C(C#N)c2ccc(Cl)nn2)cc1 (configuration not stated)	0.2%	-6	8	13%	5	1	1%	-3%	-1
O=C(NC1CCCCC1)C(c1ccco1)N(C(=O)c1csnn1)c1cccc(F)c1 (configuration not stated)	1.2%	-1	-8	?	-8	2	-1%	-2%	-15

D1 antag: hit marks shown above.
SMILES | LDHA block | D2 potentiator | D1 potentiator | D1 ag | Vif-APOBEC3G blk | Glioma ERSR ind | D1 antag
CN(C)CC(C)(C)CNS(=O)(=O)CC12CCC(CC1=O)C2(C)C (configuration not stated) | -7 | -9 | 0 | -1 | 0% | 0% | -75*

Going on with the list.
canonical_smiles	RXFP1 ag	LDHA block	D2 potentiator	Vif-A3F inh	D1 potentiator	D1 ag	Vif-APOBEC3G blk	Glioma ERSR ind	D1 antag
COc1ccc(C2=C/C(=C/c3cccnc3)C(=O)O2)cc1OC	4.4%	6	-1	0%	-12	60*	-6%	-3%	-21
COc1ccc(CNc2nc3nc(C)c(Cl)c(=O)n3[nH]2)cc1	-4.2%	-2	13	-7%	2	2	2%	-4%	-16
CCOc1ccc(S(=O)(=O)N2CCN(CCNS(=O)(=O)c3ccc(C)cc3)CC2)cc1	1.2%	-4	12	10%	0	4	-3%	-2%	-3
CCCCNC(=S)NNC(=O)c1c(Cl)c(C)nn1C	2.1%	-4	6	4%	-6	4	-6%	-3%	-1
COC(=O)c1c(NC(=O)CN2C(=O)NC(CCc3ccccc3)C2=O)sc2c1CCCCC2 (configuration not stated)	1.1%	-4	·	-4%	15	0	2%	-1%	13
CN(C)S(=O)(=O)c1c(Cl)cccc1Cl	-0.3%	-10	3	-2%	4	2	-2%	-3%	-10
CCOC(=O)c1cnc(SC)nc1Sc1cc(Cl)ccc1Cl	-0.1%	0	-3	-9%	1	12	-13%	-4%	-7
CC(Sc1nc2ccccc2s1)C(=O)N(C)Cc1ccccc1 (configuration not stated)	0.1%	-2	·	-3%	-8	0	0%	0%	2
NC(=O)c1nn(-c2ccccc2)nc1NC(=O)CSc1nnnn1-c1ccc(Cl)cc1	0.7%	-13	3	8%	-7	3	3%	-2%	-23
CCOc1ccc(NC(=O)c2ccc3c(=O)n4nc(Nc5ccccc5C)sc4nc3c2)cc1	2.6%	5	-4	1%	0	2	-1%	-3%	-7

Later entries.
canonical_smiles	RXFP1 ag	LDHA block	D2 potentiator	Vif-A3F inh	D1 potentiator	D1 ag	Vif-APOBEC3G blk	Glioma ERSR ind	D1 antag
CCCC/C(=N\NC(=O)c1ccc(Br)o1)c1ccccc1	0.8%	-2	-4	14%	-4	1	-1%	2%	-66*
Cc1cc(C)cc(OCC(=O)Nc2ccc3c(c2)OCCO3)c1	-0.2%	-8	·	3%	-1	5	1%	3%	6
C=CC[C@@H](CC(=O)N(CCO)Cc1ccccc1)C(=O)N[C@H](COC(=O)[C@@H](CC=C)Cc1ccc(F)cc1)Cc1c[nH]c2ccccc12	·	1	·	1%	·	·	-8%	0%	·
CCOC(=O)C1(CCCc2ccccc2)CCN(S(C)(=O)=O)CC1	-4.2%	-1	9	4%	2	8	0%	-2%	-11
O=C(Cn1cc2c(n1)CCCC2)N1CCc2ccccc21	0.6%	-3	-8	2%	-2	-1	-4%	-2%	4
CCOC(=O)C1CCCN(C(=O)CN2C(=O)c3ccccc3C2=O)C1 (configuration not stated)	-1.5%	-1	-6	-10%	-4	1	-4%	3%	-3
O=C(c1ccc2c(c1)OCCO2)N(Cc1cccnc1)c1nc2c(F)cc(F)cc2s1	2.0%	-8	-8	3%	0	12	2%	-2%	-16
Nc1o[nH]c(=O)c1Cc1ccccc1	-1.2%	0	6	-4%	-2	2	1%	-1%	4
CCn1c(C)c(C)c2cc(C(=O)NCc3cccc(C)c3)ccc21	0.7%	4	-13	-3%	0	5	-5%	-2%	16
COc1ccc(CN(C)CC(=O)Nc2ccc(Cl)cc2C(F)(F)F)c(OC)c1	0.1%	-15	13	-10%	-5	8	2%	-6%	4

Continued:
canonical_smiles	RXFP1 ag	LDHA block	D2 potentiator	Vif-A3F inh	D1 potentiator	D1 ag	Vif-APOBEC3G blk	Glioma ERSR ind	D1 antag
CCOc1cc(-c2nnc(-c3ccco3)o2)cc(OCC)c1OCC	2.2%	-2	9	-2%	-1	4	0%	-1%	4
CCC(C)OC(=O)/C(C#N)=C/c1ccc(-c2ccc(Br)cc2)o1 (configuration not stated)	4.4%	-8	0	-3%	0	21	4%	1%	-7
COC(=O)c1cc(C)sc1NC(=O)c1ccco1	-0.6%	-8	8	1%	2	0	3%	-2%	-3
Cc1cccc(C)c1NC(=O)c1c(-c2ccccc2)noc1C	0.4%	1	5	2%	-9	3	-1%	-3%	12
Cc1ccc(C(=O)NC2=NCCS2)cc1Cl	-0.2%	-6	11	-11%	-3	2	-5%	-6%	-5

These rows are one share of the data; the hit share may differ from the screen's.
